Compound activity (PubChem BioAssay)
ERAP1 inh – inhibitors of human ERAP1 aminopeptidase; Q9NZ08; recombinant ERAP1, Leu-AMC fluorescence, 60 min; inhibition, % at 10.7 µM; 340,000 tested, 0.15% active;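 active means mean replicate inhibition of at least 30%, or all replicates individually reaching that 30% level; inactive means mean below 30% and not every replicate reaching it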;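 further: 0% = neutral control wells and 100% = L-leucinethiol positive control wells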
XiGFP reactiv – X-chromosome reactivation activator | XiGFP mouse fibroblasts, % GFP-positive cells imaging, 3 d; cells co-treated with 5-aza-dC sensitizer; scaled so ellipticine positive control = 100% | activation, % at 7.58 µM | 360,000 tested, 0.055% active;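 active means mean normalized replicate activation at least 10% and every replicate at or above 10%; inconclusive means only one of the two criteria met; inactive means mean below 10% and not all replicates reach 10%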;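 further: 0% = median of on-plate neutral control wells and 100% = ellipticine 6 µM median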
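material = 68-5-11 XiGFP fibroblast line | medium = DMEM plus 5-aza-dC sensitizer | schedule = 3 days compound exposure | benchmarks = positive control ellipticine, 6 µM final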
S100A4 inh HTS – blocks human S100A4 binding to myosin IIA peptide; P26447; S100A4/TAMRA-MyoIIA peptide fluorescence polarization; inhibition, % at 10.7 µM; 360,000 tested, 0.14% active;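 active means mean inhibition of at least 70% across replicates, with every replicate also reaching that level; inconclusive means mean inhibition reaches 70% but some replicates fall short; inactive means mean inhibition below 70%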
Target sequence (P26447 whole entry, looked up): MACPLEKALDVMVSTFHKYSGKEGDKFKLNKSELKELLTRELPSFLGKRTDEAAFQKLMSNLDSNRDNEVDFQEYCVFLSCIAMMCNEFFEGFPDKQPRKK
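System – human S100A4 monomer protein, biochemical binding assay · Buffer or medium – Calcium-containing HEPES buffer, pH 7.2 · Timing – 5 min between mix addition and reading · Also added – TAMRA-labelled myosin IIA heavy-chain peptide probe, 5 nM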
SIRT5 inh – blocks human SIRT5 desuccinylation of peptide | inhibition, % at 15 µM | Q9NXA8 | 330,000 tested, 1.1% active | Purified SirT5, succinyl-peptide AMC, trypsin-coupled fluorescence | AID 652115; in the data active means inhibition above about 15%; inconclusive means no clear call, values can overlap the other calls
Target sequence (Q9NXA8 whole entry, looked up): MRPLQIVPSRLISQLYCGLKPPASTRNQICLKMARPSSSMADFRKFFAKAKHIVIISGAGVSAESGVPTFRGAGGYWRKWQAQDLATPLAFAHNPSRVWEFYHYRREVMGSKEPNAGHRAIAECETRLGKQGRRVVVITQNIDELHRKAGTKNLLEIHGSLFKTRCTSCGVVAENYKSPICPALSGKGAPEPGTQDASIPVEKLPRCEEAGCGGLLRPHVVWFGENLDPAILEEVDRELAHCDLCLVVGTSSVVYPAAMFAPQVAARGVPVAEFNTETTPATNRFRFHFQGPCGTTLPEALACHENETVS
PGC1a acetyl inh – modulators of PGC1a acetylation; inhibition, % at 15.6 µM; AID 651687; U2OS PGC1a acetylation, AlphaScreen anti-acetyl-lysine; with virally co-expressed GCN5 acetyltransferase; 350,000 tested, 0.17% active;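 active means every replicate shows inhibition of at least 40%; inconclusive means mean inhibition at least 40% but some replicate below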;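 further: 0% = neutral control wells and 100% = positive control wells; some results beyond the cut were filed as inactive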
C2C12 statin – suppression of simvastatin myotoxicity | 330,000 tested, 0.78% active | AID 602340 | rescue of ATP level, % at 7.49 µM | C2C12 myotubes + simvastatin, ATP luminescence, 48 h; scaled: DMSO 0, geranylgeraniol control 100;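 active means mean ATP rescue above about 67%, or every replicate alone reaching that limit, limit read from the data, passing the limit was not always enough; inconclusive means no clear call, values can overlap the other calls; inactive means mean under the limit and some replicate under it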;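 further: myotubes were challenged with 10 µM simvastatin during compound exposure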
Cneo AK release – causes C. neoformans cell lysis | lysis activity, % at 15 µM | AID 651654 | adenylate kinase release luminescence, 4 h; normalised: neutral wells 0, clomiphene wells 100 | 360,000 tested, 0.2% active;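 active means mean lysis activity across replicates of at least 80%, whatever share of replicates individually reach that level; inactive means mean lysis activity below 80%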
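Signal: Adenylate kinase release luminescence | Assay system: Log-phase Cryptococcus neoformans yeast cells | Input: Cells at 5 × 10^6 per mL | Buffer or medium: Fresh YPD growth medium | Compound: Single dose | Schedule: Static 4 h at 37 °C with compound, 1 h detection | Controls: Clomiphene | Read-out: Luminescence rise reflecting yeast cell lysis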
LGR2 antag – Drosophila LGR2 receptor signaling inhibition. HEK293 LGR2, CRE-luciferase, bursicon-stimulated, 4 h. inhibition, % at 9.99 µM. 380,000 tested, 0.35% active. AID 720647;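 active means drop in luminescence signal, shown as inhibition above about 50% in the replicate tests, limit read from the data, passing the limit was not always enough; inconclusive means probably only some replicates passing the limit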;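 further: agonist challenge used bursicon conditioned medium at about half maximal strength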
* = called active by the depositor; ? = inconclusive; · = no result given. Not all compounds are listed, so the mix of outcomes need not match the whole.

compound	SIRT5 inh	ERAP1 inh	C2C12 statin	LGR2 antag	S100A4 inh HTS	XiGFP reactiv	Cneo AK release	PGC1a acetyl inh
C=C(C)Cn1c(-c2cccs2)n[nH]c1=S	-5	5	14	6	-2	0.1	14	0
C[C@H]1CN([C@@H](C)CO)C(=O)c2cc(NC(=O)Nc3ccccc3)ccc2O[C@H]1CN(C)S(=O)(=O)c1cccs1	0	4	-47	15	-4	-0.5	-64	-1
O=C(N[C@H]1CC[C@@H](CCNS(=O)(=O)c2ccc(F)cc2)O[C@@H]1CO)c1cccc(F)c1	-4	2	2	-6	5	-0.4	-1	-10
COc1ccc(CN2CC(COCc3ccccc3)Oc3ccccc3S2(=O)=O)cc1 (stereo not drawn)	·	·	-2	-9	-1	-0.1	0	-20
O=S(=O)(N(Cc1ccccc1)[C@H](CO)Cc1ccccc1)N(Cc1ccccc1)[C@H](CO)Cc1ccccc1	·	·	-33	-9	1	0.1	-1	-7
CC1(C)CC(=O)C2=C(C1)OC1=C(C(=O)CC(C)(C)C1)C2c1ccccc1Cl	·	1	·	8	5	0.0	2	·
O=C(c1cc2c(c(-c3cccc(Br)c3)n1)[C@H](CCO)NC2)N1CCCCC1	2	1	·	3	-21	0.2	·	·
C/C=C/c1ccc([C@@H]2[C@@H](CO)N(C(=O)C3CC3)C23CN(S(=O)(=O)CC)C3)cc1	-8	1	·	-14	-6	0.3	·	7
Cc1nc(NC(=O)CN2CCC(O)(c3ccc(F)cc3)CC2)sc1C	0	0	·	2	-2	0.0	0	-23
CC(C)CN1C(=O)CSCC1(C)C(=O)Nc1ccc2c(c1)OCCO2 (stereo not drawn)	1	-3	·	-3	-4	-0.1	·	·
CCOC(=O)c1c(C)nsc1NC(=O)C1(C)CCN1C(=O)CC (stereo not drawn)	·	-4	-22	-8	0	0.1	-1	10
COC(=O)c1sccc1NC(=S)Nc1ccc(C)cc1	-3	7	·	-39	-1	0.1	·	·
COc1ccc(NC(=O)Nc2ccc3c(c2)C(=O)N([C@@H](C)CO)C[C@H](C)[C@H](CN(C)Cc2ccc(Cl)c(Cl)c2)O3)cc1	19*	1	6	10	1	0.3	2	8
Cc1cc(NC(=O)CCC(=O)N(Cc2ccco2)C(C(=O)NC2CCCCC2)c2cccs2)no1 (stereo not drawn)	0	4	·	24	1	0.0	·	-5
COCC(=O)Nc1ccc2c(c1)OC[C@H](C)N(C(=O)NC(C)C)C[C@H](C)[C@@H](OC)CN(C)C2=O	-1	1	·	21	-20	0.7	·	-1
CC(C)C#Cc1ccc2c(c1)O[C@@H](CN(C)Cc1cncnc1)[C@H](C)CN([C@H](C)CO)S2(=O)=O	4	4	-62	0	-4	-0.3	-1	-14
OCCC1CN(Cc2cccn2-c2nccs2)CCN1Cc1ccc(F)c(F)c1 (stereo not drawn)	-5	-10	1	0	-5	0.0	0	·
C[C@H]1CN([C@@H](C)CO)C(=O)c2cccc(NC(=O)C3CCCCC3)c2O[C@H]1CN(C)C	·	-2	0	-15	2	0.1	-1	8
COc1ccc(CCC(=O)Nc2ccc(OC)c(S(=O)(=O)N3CCCCC3)c2)cc1OC	-2	2	6	·	0	0.1	0	0
Cc1ccc([N+](=O)[O-])cc1NC(=O)CSc1nncn1-c1ccccn1	-1	3	7	16	-17	0.2	-3	-6
CN(C)CCCN(C(=O)CCSc1ccccc1)c1nc2cc3c(cc2s1)OCO3	-3	0	26	1	0	0.1	0	-3
C[C@H]1[C@H](c2ccccc2)Oc2cc(Br)ccc2S(=O)(=O)N1Cc1cccc(F)c1	-5	-1	·	3	-1	-0.1	·	·
CC(=O)Nc1ccc(NC(=S)NC(=O)/C=C/c2ccccc2)cc1	0	4	-12	15	0	0.1	·	-3
O=C(CN1CCN(Cc2ccccc2Cl)C1=O)NCc1cccnc1	-5	-1	0	3	0	0.2	0	-4
COc1ccc(C2(c3ccc(OC(C)=O)cc3OC(C)=O)CC(c3ccccc3)NC(=S)N2)cc1 (stereo not drawn)	1	0	·	-23	-3	-0.2	·	·
Cc1csc(NC(=O)C2CSC3(C)CCC(=O)N23)n1 (stereo not drawn)	-2	3	-1	-2	-6	0.2	-3	·
O=C(CSc1nc2nn(-c3ccccc3)c(=O)c-2c2n1CCCCC2)Nc1ccccc1[N+](=O)[O-]	0	0	0	-6	-1	0.1	-1	4
COC(=O)c1sc(SC)c(S(=O)(=O)C(C)C)c1N	3	1	·	7	-2	0.0	·	·
O=C(Nc1sc2c(c1C(=O)c1ccccc1)CCCC2)c1cccnc1	-1	0	·	·	1	1.5	·	·
O=C(NC1CCCCC1)C(c1ccc(F)cc1)N(CCc1ccccc1)C(=O)CN1C(=O)c2ccccc2S1(=O)=O (stereo not drawn)	-5	4	-6	·	3	0.1	2	4
C[C@@H]1CN([C@H](C)CO)C(=O)Cc2cc(NC(=O)NC3CCCCC3)ccc2O[C@H]1CN(C)C(=O)NC1CCCCC1	-3	1	10	-3	-25	0.2	-2	22
CCOC(=O)Cn1c(=NC(=O)CN2C(=O)CCC2=O)sc2cc(S(N)(=O)=O)ccc21	1	4	8	10	-1	0.0	3	·
COc1cc(C2OC(c3cc(OC)c(OC)c(OC)c3)C(C)C2C)cc(OC)c1OC (stereo not drawn)	·	·	3	20	-1	·	4	6
Cc1c(NC(=O)c2c(F)cccc2F)c(=O)n(-c2ccccc2)n1C	·	·	-55	14	·	·	4	-1
OCCC1CN(Cc2ccc(Oc3ncccn3)cc2)CCN1C1CCCC1 (stereo not drawn)	1	-5	·	13	-10	0.4	·	·
O=C(O)C1CCN(S(=O)(=O)c2ccc(N3CCOCC3)c([N+](=O)[O-])c2)CC1	·	2	-1	-1	-6	0.1	1	6
COc1ccc(OC)c(C2Nc3c(Cl)ccc(C(=O)O)c3C3C=CCC32)c1 (stereo not drawn)	6	-4	·	-13	1	0.2	·	10
CCOC(=O)C1CCN(C(=O)COc2ccc(S(=O)(=O)N3CCOCC3)cc2)CC1	2	-1	-4	-4	-2	-0.2	7	·
COC(=O)CN1C(=O)N/C(=C/c2ccc(C)o2)C1=O	2	0	·	2	1	-0.1	·	-1
C[C@H]1CN([C@@H](C)CO)C(=O)c2cccc(NC(=O)Nc3ccc4c(c3)OCO4)c2O[C@H]1CN(C)Cc1ccncc1	-5	-1	3	-36	1	-0.4	-11	1
CNC(=S)N/N=C/c1ccc(-c2cccc(C(=O)O)c2)o1	·	-2	·	65*	-3	0.2	·	3
OC(COc1ccccc1)CN(Cc1ccccc1)CC(O)COc1ccccc1 (stereo not drawn)	-2	1	2	7	-4	0.0	2	-19
CCN(CC)C(=O)Cn1nnc(-c2ccc(S(C)(=O)=O)cc2)n1	-1	11	·	19	-5	0.0	·	·
CN(C)CCCNC(=O)C[C@H]1CC[C@H](NC(=O)Cc2cccnc2)[C@@H](CO)O1	7	3	-3	-6	6	0.2	-6	-6
O=C(c1ccccc1)N1CC(=O)N2[C@@H](CO)[C@H](c3ccc(-c4ccccc4)cc3)[C@@H]2C1	2	-11	·	2	?	0.0	·	9
O=S(=O)(c1ccc(SCc2ccc(Cl)cc2)nc1)N1CCCC1	-4	-1	-3	-16	-18	-0.1	-1	-2
O=C(Cc1ccccc1)c1nnc(-c2ccccc2)o1	1	5	·	-22	-1	1.1	·	·
CCN(Cc1cc(=O)n2ccsc2n1)c1cccc2ccccc12	-1	1	·	29	0	0.1	·	·
O=C(CNC(=O)c1ccccc1)OCCOc1cccc(Cl)c1	-2	-8	-11	10	-2	0.1	0	·
O=S(=O)(c1ccc(F)cc1)N1CCCN(Cc2c(F)cccc2F)CC1	-3	0	-10	-5	-5	-0.1	3	0
CCOc1ccc(CN2CCNC(=O)C2CC(=O)NCCC2=CCCCC2)cc1 (stereo not drawn)	·	-2	·	3	0	0.0	-3	-6
Nc1ccn(C2CC(O)C(CO)O2)c(=O)n1 (stereo not drawn)	0	0	2	9	0	-0.1	-1	6
COc1ccc(Cl)cc1NC(=O)CN(C)C(=O)c1ccc(N2CCCCCC2)c([N+](=O)[O-])c1	-1	1	6	-9	-9	0.1	-2	-6
C[C@@H]1CCCCO[C@@H](CN(C)Cc2ccc3c(c2)OCO3)[C@@H](C)CN([C@@H](C)CO)C(=O)c2cc(NC(=O)CCCN(C)C)ccc2O1	-1	2	-8	6	17	0.1	0	7
CN1C(=O)c2cc(NC(=O)C3CCOCC3)ccc2OC[C@H]2O[C@H](CC(=O)NCCc3ccncc3)CC[C@H]21	2	-5	1	4	-1	0.0	4	·
CCN(C[C@H]1N[C@@](C)(C(=O)OC)[C@H]2C(=O)N(C)C(=O)[C@@H]12)C(=O)c1ccc(C)cc1	0	-13	6	7	-1	0.2	0	0
O=C(NCC1CC1)c1ccc2sc([C@H]3C[C@H](O)[C@@H](CO)O3)nc2c1	-2	1	5	-6	-4	0.2	-1	·
C[C@@H]1CN([C@@H](C)CO)S(=O)(=O)c2ccc(C#CC3CC3)cc2O[C@H]1CN(C)S(C)(=O)=O	-3	0	-10	-13	10	-0.7	-2	13
Cc1ccc(NC(=O)C2CSC3(C)CCC(=O)N23)cc1S(=O)(=O)N1CCOCC1 (stereo not drawn)	-3	-1	6	·	-2	0.1	2	-3
CC(C)CNC(=O)C1(C)CCCN1C(=O)c1ccc2c(c1)CCO2 (stereo not drawn)	-6	-1	3	-8	-3	-0.1	-1	3

Next part.
compound	SIRT5 inh	ERAP1 inh	C2C12 statin	LGR2 antag	S100A4 inh HTS	XiGFP reactiv	Cneo AK release	PGC1a acetyl inh
C(=Cc1c[nH]c2ccccc12)c1ccc2ccccc2n1	-1	-1	-2	89*	-33	0.4	-30	1
Cc1ccc2oc3c(SCc4nc5ccccc5[nH]4)nc(C)nc3c2c1	1	2	7	-19	-1	0.5	-1	-13
Cc1ccc(CNC(=S)NCc2ccncc2)cc1	-6	3	·	31	16	0.3	-4	·
O=C(CSc1ccccn1)Nc1ccc2c(c1)C(=O)c1ccccc1C2=O	-2	0	·	-69	2	0.3	-7	-1
COc1ccc(NC(=O)Nc2ccc3c(c2)C(=O)N([C@H](C)CO)C[C@H](C)[C@H](CN(C)C(=O)Nc2ccc(F)cc2)OCCCC[C@H](C)O3)cc1	10	0	2	30	13	0.0	-4	12
CCCC(=O)Nc1ccc2c(c1)C(=O)N(C)C[C@H](OC)[C@@H](C)CN(C(=O)c1ccccc1F)[C@@H](C)CO2	0	-1	10	-7	7	0.4	-5	5
